Bioassay records as filed in PubChem BioAssay.
ASM inhibitor – Inhibitors of Secretory Acid Sphingomyelinase (S-ASM): qHTS; Sphingomyelin phosphodiesterase (Homo sapiens), P17405; placental ASM, HMU-PC fluorogenic substrate, 60 min; Potency, µM (top dose mostly 57.5 µM), inactives show at the highest dose activity change, negative = inhibition, usual class: inhibitors; 340,000 compounds, 0.006% hits; AID 504937, 2011; note: potency is the fitted concentration of half-maximal effect
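Fluorescence read-out (Ex 386 nm, Em 447 nm) after stopping the reaction at pH 10. Enzyme: ASM from human placenta; substrate HMU-PC0, 9 uM final; 60 min, 37 °C. Compound preincubation 10 min, ambient temperature.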
KCNH2 WT inh – qHTS for Inhibitors of KCHN2 3.1: Wildtype qHTS; Voltage-gated inwardly rectifying potassium channel KCNH2 (Homo sapiens), Q12809; U2OS, BacMam KCNH2, thallium flux FluxOr; hits give low values; activity change, % at 1.84 µM; 340,000 compounds, 0.37% hits;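 active = maximum activity change below -70%; inconclusive = maximum activity change between -70% and -50%; inactive = maximum activity change above -50%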; note: % is set by controls: 0 for no effect and ±100 for the full control effect
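U2OS cells were transduced with wild-type KCNH2 virus (2.03 x 10^8 / mL) for 4 h at room temperature, then cultured overnight at 37 C. Thallium flux was read with FluxOr dye. Rate constants were normalized to DMSO controls.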
Menin-MLL TR inh – qHTS Assay for Inhibitors Targeting the Menin-MLL Interaction in MLL Related Leukemias: Competition With Texas Red Labeled MLL-derived Mutant Peptide; O00255; Menin + Texas Red MLL mutant peptide, fluorescence polarization; Potency, µM (titrated, usually from 61.6 µM), without a hit: at the highest dose FP activity change, negative = inhibition, usual class: inhibitors; 270,000 compounds, 0.23% hits; active = well fitted inhibition curve with a large enough effect in the polarisation, with a control signal flat, not every such curve was filed as active; inconclusive = small, poorly fitted or top-dose-only effect, or effect the other way, or a change in a side signal; inactive = no such curve, though single readings can be large or run the other way; the % refers to the polarisation; note: potency is the fitted concentration of half-maximal effect; % of control where 0% means no effect; many of its hits are not listed in these tables
USP2a inh – qHTS Assay for Inhibitors of Ubiquitin-specific Protease USP2a Using CHOP2 as the Reporter | Potency, µM (top dose mostly 38.3 µM), inactives show top-dose activity change, negative = inhibition, usual class: inhibitors | 330,000 compounds, 0.01% hits | USP2 core, Ub-CHOP2 coupled fluorogenic reporter, 485/531 | Ubiquitin carboxyl-terminal hydrolase 2 (Homo sapiens), O75604;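 note: potency is the fitted concentration of half-maximal effect; plate controls were DMSO wells for no effect and full inhibition by NEM control for full effect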
Target sequence (O75604 whole entry, looked up): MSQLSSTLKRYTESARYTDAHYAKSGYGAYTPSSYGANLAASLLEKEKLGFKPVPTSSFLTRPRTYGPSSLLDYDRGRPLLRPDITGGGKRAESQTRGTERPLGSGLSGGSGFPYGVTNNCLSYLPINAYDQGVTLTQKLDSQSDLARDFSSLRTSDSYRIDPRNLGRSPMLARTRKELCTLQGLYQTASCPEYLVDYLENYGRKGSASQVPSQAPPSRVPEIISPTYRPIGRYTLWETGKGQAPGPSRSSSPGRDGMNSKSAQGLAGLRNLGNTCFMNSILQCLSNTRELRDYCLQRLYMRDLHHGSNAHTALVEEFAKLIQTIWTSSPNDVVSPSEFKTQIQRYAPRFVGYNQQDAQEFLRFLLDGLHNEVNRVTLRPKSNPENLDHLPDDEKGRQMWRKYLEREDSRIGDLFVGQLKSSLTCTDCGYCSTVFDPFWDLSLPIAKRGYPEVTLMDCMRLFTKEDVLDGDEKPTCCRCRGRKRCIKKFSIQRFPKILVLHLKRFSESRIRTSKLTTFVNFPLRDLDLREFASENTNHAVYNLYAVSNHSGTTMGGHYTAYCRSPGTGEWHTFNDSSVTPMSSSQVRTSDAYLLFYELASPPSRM
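Cell-free coupled assay: 10nM USP2 core preincubated 30min RT with compound in Tris-HCl pH 8.0/CaCl2/CHAPS buffer, then 25nM Ub-CHOP2 and 25nM reporter substrate; fluorescence (Ex 485/Em 531) read after 60min RT, normalized to NEM inhibition, concentration-response curves fitted.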
PKM2 activator – qHTS Assay for Activators of Human Muscle isoform 2 Pyruvate Kinase; Pyruvate kinase PKM (Homo sapiens), P14618; purified PKM2, Kinase-Glo ATP luminescence, activation; response scale: 0% is enzyme alone, no compound; Potency, µM (highest dose often 57.5 µM), inactives show top-dose activation, hits mostly activators; 260,000 compounds, 0.34% hits; AID 1631, 2009; note: potency is the fitted concentration of half-maximal effect; % is set by controls: 0 for no effect and ±100 for the full control effect; nearly all actives have a fitted effect of over 55% in size
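Kinase-Glo luminescence reports ATP generated from ADP (0.1 mM) and PEP (0.5 mM) by purified hPK-M2 after 1 h at room temperature, pH 7.2 imidazole buffer; intermediate enzyme activity allows detecting inhibitors and activators.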
BCR signal inh – qHTS Assay to Find Inhibitors of Chronic Active B-Cell Receptor Signaling. AID 493014, 2011. Potency, µM (titrated, usually from 46.1 µM), for inactives: at the highest dose ratio change, negative = lower green/red ratio, usual class: inhibitors. 340,000 compounds, 0.05% hits. ABC-DLBCL IkBa-CBG/CBR reporter, luminescence ratio, 4 h; active = well fitted inhibition curve with a large enough effect in the signal ratio, with a control signal flat, not every such curve was filed as active; inconclusive = small, poorly fitted or top-dose-only effect, or effect the other way, or a change in a side signal; the % refers to the signal ratio;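 note: potency is the fitted concentration of half-maximal effect; plate controls were basal doxycycline-induced cells for no effect and cells given 10 µM MG132 for full effect; MG132 reads +100%, hits lower the ratio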
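Doxycycline induced both beetle luciferases in TMD8 lymphoma cells; IKK-driven degradation limits the IkappaBalpha-fused green signal, while red luminescence normalises for cell number and nonspecific effects. Compounds tested up to 46 uM, 4 hrs.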
GALK inhibitor – qHTS Assay for Inhibitors of Human Galactokinase (GALK). Purified GALK, Kinase-Glo residual ATP luminescence. Potency, µM (series often up to 57.5 µM), without a hit: top-dose activity change, negative = inhibition, usual class: inhibitors. 270,000 compounds, 0.007% hits; note: potency is the fitted concentration of half-maximal effect; % is set by controls: 0 for no effect and ±100 for the full control effect
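GALK at 5 nM final was combined with compound, 35 uM ATP and 100 uM galactose in HEPES pH8.0 with MgCl2 and DTT. The reaction ran one hour at room temperature before luminescent ATP detection.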
Mito fusion act – qHTS Assay for Small Molecule Inhibitors of Mitochondrial Division or Activators of Mitochondrial Fusion. 320,000 compounds, 0.23% hits. S. cerevisiae fusion-defective mutant growth rescue, CellTiterGlo 48 h. AID 485298, 2010. Potency, µM (highest dose often 46.1 µM), inactives show at the highest dose growth rescue (activation), actives largely listed as activators;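 note: potency is the fitted concentration of half-maximal effect; % of control where 0% means no effect; nearly all actives have a fitted effect of over 45% in size; temperature-sensitive fusion mutants such as fzo1-1 at 37 °C on non-fermentable ethanol glycerol medium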
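Read-out: ATP-based luminescence (CellTiterGlo, 10 min ambient) reporting growth of fusion-defective ts yeast after 48 hours at 37C on glycerol/ethanol YPEG medium in the presence of compound.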
MBNL1 CUG block – qHTS Assay for Inhibitors of MBNL1-poly(CUG) RNA binding; Muscleblind-like protein 1 (Homo sapiens), Q9NR56; TR-FRET MBNL1-His/biotin-(CUG)12 binding, 665/545 ratio; Potency, µM (titrated, usually from 57.5 µM), without a hit: at the highest dose activity change, negative = inhibition, hits mostly inhibitors; 280,000 compounds, 0.036% hits; active = well fitted inhibition curve with a large enough effect in the signal ratio, with a control signal flat, not every such curve was filed as active; inconclusive = small, poorly fitted or top-dose-only effect, or effect the other way, or a change in a side signal; inactive = no such curve, though single readings can be large or run the other way; the % refers to the signal ratio; note: potency is the fitted concentration of half-maximal effect; % is set by controls: 0 for no effect and ±100 for the full control effect
Target sequence (Q9NR56 whole entry, looked up): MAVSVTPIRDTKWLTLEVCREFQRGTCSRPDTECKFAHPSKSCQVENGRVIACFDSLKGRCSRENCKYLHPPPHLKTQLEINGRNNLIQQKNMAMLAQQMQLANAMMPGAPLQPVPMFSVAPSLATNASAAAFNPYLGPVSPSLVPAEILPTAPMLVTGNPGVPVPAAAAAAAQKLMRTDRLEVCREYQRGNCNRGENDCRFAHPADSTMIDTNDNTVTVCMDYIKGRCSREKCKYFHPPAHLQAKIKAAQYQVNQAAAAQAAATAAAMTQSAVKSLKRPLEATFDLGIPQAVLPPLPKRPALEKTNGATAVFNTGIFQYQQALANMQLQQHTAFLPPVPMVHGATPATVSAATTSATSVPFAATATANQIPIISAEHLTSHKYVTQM
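Inhibition of protein-RNA binding appears as loss of TR-FRET between terbium anti-His antibody on MBNL1-His and streptavidin-XL665 on biotin-(CUG)12. Activity is normalized to buffer-only and uninhibited-complex controls.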
TSHR antagonist – Antagonists of the Thyroid Stimulating Hormone Receptor: HTS campaign | Thyrotropin receptor (Homo sapiens), P16473 | 330,000 compounds, 0.2% hits | TSHR-expressing cells, TSH-stimulated cAMP HTRF, 2 h; hits give low values | activity change, negative = inhibition, % at 11.5 µM;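 active = activity change below a set negative limit, meaning inhibition stronger than a set level, cut at about -70% in these data; inconclusive = activity change between two set negative limits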; note: % is set by controls: 0 for no effect and ±100 for the full control effect
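Inhibition of cAMP made by TSHR-expressing cells under TSH stimulation (4nM final, EC80; 2 h, 37 deg C) is quantified with a one-step lysis HTRF kit, anti-cAMP cryptate versus cAMP-d2.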
Eya2 phos inh – qHTS Assay for Inhibitors of the Phosphatase Activity of Eya2; recombinant Eya2, OMFP fluorescence dephosphorylation (OMFP is methylfluorescein phosphate); 330,000 compounds, 0.006% hits; Protein phosphatase EYA2 (Homo sapiens), O00167; Potency, µM (titrated, usually from 76.9 µM), for the others: at the top dose activity, negative = inhibition, actives largely listed as inhibitors; note: potency is the fitted concentration of half-maximal effect; % is set by controls: 0 for no effect and ±100 for the full control effect
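Eya2 (0.2 uM) preincubated 10 min at ambient with compound, then OMFP substrate added at 50 uM; 10 min reaction in 50 mM HEPES pH 7.5, 50 mM NaCl, 5 uM MgCl2, 0.05% BSA, 1 mM DTT. Fluorescence read at Ex 485/Em 525 nm.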
Active calls of the source: *; ? = inconclusive; nt = no result given; [ ] = dose if it differs, or a comment. Unless noted, calls come from the whole dose curve; as a rule, active = well fitted curve in the direction sought with a large enough effect; inconclusive = small, poorly fitted or top-dose-only effect, or another doubt; inactive = no such curve, though single readings can be large; an effect the other way counts as inactive or inconclusive. Not all compounds are listed; rates above refer to the full screens.

SMILES	ASM inhibitor	KCNH2 WT inh	Menin-MLL TR inh	USP2a inh	PKM2 activator	BCR signal inh	GALK inhibitor	Mito fusion act	MBNL1 CUG block	TSHR antagonist	Eya2 phos inh
O=C(c1ncc[nH]1)c1cccs1	2%	-7	nt	5%	-2%	5%	-2%	0%	nt	-10	-9%
c1ccc(-c2noc(-c3cccnc3)n2)cc1	3%	-24	0%	nt	-11%	nt	0%	-5%	-16%	nt	nt
Cc1ccc(/C(O)=C2/C(=O)C(=O)N(Cc3cccnc3)C2c2ccccn2)cc1 (configuration not stated)	0%	-10	-13%	0%	3%	3%	0%	-4%	?	-1	6%
CCOC(=O)C1CCCN(C(=O)Cc2ccc(Cl)cc2)C1 (configuration not stated)	-2%	-10	-1%	2%	-1%	15%	-3%	11%	0%	-2	4%
CN1/C(=C\C(=O)c2cncc(Br)c2)C(C)(C)c2ccccc21	2%	7	9%	-1%	-8%	-2%	3%	?	21%	-23	1%
CCN(CC)C(=O)CCc1nnc(Cc2cccc(C(F)(F)F)c2)o1	3%	-4	-21%	1%	1%	-14%	0%	-1%	?	-3	4%
O=C(CCNS(=O)(=O)c1ccc(Br)s1)N1CCCCC1	2%	10	-3%	3%	8%	6%	0%	-7%	-8%	-5	-14%
CC1CCCN(C(=O)COC(=O)c2ccc(=O)n(Cc3ccccc3)n2)C1 (configuration not stated)	nt	-5	nt	0%	nt	-10%	nt	2%	nt	1	-9%
CC(C)C(=O)NC(c1cccs1)c1cc([N+](=O)[O-])c2cccnc2c1O (configuration not stated)	-2%	6	?	-9%	-1%	6%	0%	6%	?	-20	-1%
CSCCC(NC(=O)c1ccccc1)C(=O)NNC(=O)c1csc(N2CCOCC2)n1 (configuration not stated)	4%	-12	nt	3%	-1%	0%	2%	1%	-3%	12	-2%
Nc1nc(SCCOc2ccccc2)n[nH]1	3%	-1	-16%	4%	0%	7%	-2%	1%	-4%	1	6%
Cc1ccc(N2CCN(S(=O)(=O)N3CCOCC3)CC2)cc1C	-2%	-3	0%	-7%	-1%	-17%	0%	0%	-4%	-4	-19%
CCCC(C(=O)NC1CCCC1)N(C(=O)Cn1nnc(-c2ccc(C)o2)n1)c1cccc(O)c1 (configuration not stated)	2%	3	4%	-1%	2%	-1%	14%	0%	-3%	-13	-6%
S=C(NCCc1ccccn1)Nc1ccc(Cl)cc1Cl	-3%	0	0%	-1%	2%	8%	1%	-5%	-5%	-1	-7%
O=C(COC(=O)C12CC3CC(CC(Cl)(C3)C1)C2)Nc1ccccc1	-5%	-8	nt	4%	nt	?	nt	nt	nt	-27	-19%
O=C(CSCC(=O)N1CCCCC1)Nc1nc(-c2ccccc2)c(-c2ccccc2)s1	?	-2	-5%	2%	-1%	?	nt	26%	62%[activator]	-18	1%
CCN(C(=O)CCc1nnc2ccc(NCc3ccco3)nn12)c1ccccc1	-6%	8	nt	1%	nt	-6%	-5%	0%	-5%	8	-5%
COC(=O)C1=NN(C(C)=O)C2(CC(=O)N(c3cc(C)cc(C)c3)C2=O)C1 (configuration not stated)	7%	13	-4%	-1%	1%	2%	1%	0%	-8%	-5	10%
O=C1C2C3CCCC3=C3CCCC3C2C(=O)N1c1ccc(Cl)cc1 (configuration not stated)	2%	-2	10%	-1%	-4%	5%	-4%	2%	-1%	40	-14%
COc1cc(COCC(O)CN2CCN(CCN3C(=O)c4cccc5cccc(c45)C3=O)CC2)cc(OC)c1OC (configuration not stated)	-3%	-1	-13%	3%	-14%	?	nt	-2%	?	6	-7%
COc1ccc(-n2nc(C(=O)NCC(=O)N3CCCCC3)c3ccccc3c2=O)c(OC)c1	7%	1	-22%	-5%	4%	1%	6%	2%	1%	10	0%
CC(=O)NCCc1ccc(S(=O)(=O)N2CCCC2)cc1	3%	3	-2%	-2%	-4%	3%	-2%	0%	-6%	-12	4%
Cc1nnc(SCC(=O)N2CCN(S(=O)(=O)c3ccc(Cl)cc3)CC2)n(N)c1=O	-1%	3	7%	-8%	-1%	-1%	4%	-4%	-1%	0	-3%
CCOc1ccc(NC(=S)N2CCC(c3nc4ccccc4[nH]3)CC2)cc1	-3%	-6	6%	0%	2%	?	-2%	-9%	-7%	-8	2%
CN(C(=O)c1cccc(NC(=O)C2CCCN(C(=O)OC(C)(C)C)C2)c1)C1CCCC1 (configuration not stated)	-2%	0	nt	0%	nt	?	nt	nt	nt	-13	11%

Remaining list, next part
SMILES	ASM inhibitor	KCNH2 WT inh	Menin-MLL TR inh	USP2a inh	PKM2 activator	BCR signal inh	GALK inhibitor	Mito fusion act	MBNL1 CUG block	TSHR antagonist	Eya2 phos inh
O=C(c1ccc2ncsc2c1)N1CCN(c2cccc(C(F)(F)F)c2)CC1	-2%	2	nt	-5%	nt	?	nt	17%	nt	-8	35%
COc1cccc(C2NC(=O)NC(C)=C2C(=O)OCC2CCCO2)c1 (configuration not stated)	0%	-3	-1%	0%	-2%	0%	1%	0%	nt	0	-2%
CC1(C)Cc2c(cnn2-c2ccc(F)cc2)C(NC(=O)CCc2ccncc2)C1 (configuration not stated)	1%	35	-6%	-1%	1%	12%	nt	0%	0%	-16	6%
COc1ccccc1N1CCN(C2CCCCC2NS(=O)(=O)c2ccccc2)CC1 (configuration not stated)	3%	5	1%	2%	nt	-1%	-8%	-2%	0%	-10	?
COc1ccc(S(=O)(=O)NC2CCCCCC2)cc1C(N)=O	-5%	-5	nt	0%	-5%	-4%	4%	-2%	-2%	-8	-1%
COc1ccc(NC(=O)CSc2nc(=O)n(CCN3CCOCC3)c3c2CCC3)c(OC)c1	0%	-5	nt	1%	nt	?	nt	-4%	nt	4	-3%
COCC(C)n1c(C)cc(C(=O)Cn2c(=O)oc3ccccc32)c1C (configuration not stated)	-1%	5	-1%	0%	-8%	-9%	0%	1%	-5%	-11	10%
O=C(CSc1nnc(CNC(=O)c2c(F)cccc2F)o1)Nc1ccc2c(c1)OCCO2	2%	-2	1%	3%	-3%	-5%	3%	0%	0%	9	-6%

Not a retest: 3 of the compounds above.
SMILES	ASM inhibitor	KCNH2 WT inh	Menin-MLL TR inh	USP2a inh	PKM2 activator	BCR signal inh	GALK inhibitor	Mito fusion act	MBNL1 CUG block	TSHR antagonist	Eya2 phos inh
O=C(c1ncc[nH]1)c1cccs1	2%	-7	nt	5%	-2%	5%	-2%	0%	nt	-10	-9%
c1ccc(-c2noc(-c3cccnc3)n2)cc1	3%	-24	0%	nt	-11%	nt	0%	-5%	-16%	nt	nt
Cc1ccc(/C(O)=C2/C(=O)C(=O)N(Cc3cccnc3)C2c2ccccn2)cc1 (configuration not stated)	0%	-10	-13%	0%	3%	3%	0%	-4%	?	-1	6%
